# High-throughput results deposited in PubChem BioAssay by National Center for Advancing Translational Sciences (NCATS).
# DT40 TDP1 no CPT – qHTS for Inhibitors of human tyrosyl-DNA phosphodiesterase 1 (TDP1): qHTS in cells in absence of CPT; DT40 Tdp1-/- hTDP1 cells, no CPT, ATP luminescence, 48 h; Potency, µM (top dose mostly 46.2 µM), for inactives: at the highest dose activity change, negative = growth inhibition, usual class: inhibitors; 420,000 compounds, 15% hits; further: nearly all actives have a fitted effect of over 55% in size
#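 DT40 Tdp1-/-;hTDP1 cells, no CPT (DMSO vehicle only), 400 cells/well; compounds pin-transferred; ≥48 hr, 37 °C; CellTiter-Glo 30 min RT dark, luminescence read.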
# GCN5L2 inh – qHTS Assay for Inhibitors of GCN5L2; Potency, µM (highest dose often 58.9 µM), for inactives: top-dose activity change, negative = inhibition, hits mostly inhibitors; GCN5L2 HAT assay, ThioGlo1 CoA-SH fluorescence; AID 504327, 2011; 390,000 compounds, 0.21% hits; Histone acetyltransferase KAT2A (Homo sapiens), Q92830
#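 qHTS, 1536-well. 20nM enzyme, pH 7.5 HEPES/EDTA/Tween-20 buffer; 15 min compound preinc., RT. Start: 75uM H3(1-25), 70uM AcCoA, 50uM ThioGlo1. Read Ex340/Em540 at t=0 (autofluorescence flag) and t=20 min.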
# TDP1 block – qHTS Assay for Inhibitors of Tyrosyl-DNA Phosphodiesterase (TDP1). Tyrosyl-DNA phosphodiesterase 1 (Homo sapiens), Q9NUW8. recombinant TDP1, AlphaScreen DNA substrate cleavage. Potency, µM (top dose mostly 130 µM), inactives show at the highest dose activity change, negative = inhibition, hits mostly inhibitors. 350,000 compounds, 0.28% hits. AID 485290, 2010; further: nearly all actives have a fitted effect of over 40% in size
# Target sequence (Q9NUW8 whole entry, looked up): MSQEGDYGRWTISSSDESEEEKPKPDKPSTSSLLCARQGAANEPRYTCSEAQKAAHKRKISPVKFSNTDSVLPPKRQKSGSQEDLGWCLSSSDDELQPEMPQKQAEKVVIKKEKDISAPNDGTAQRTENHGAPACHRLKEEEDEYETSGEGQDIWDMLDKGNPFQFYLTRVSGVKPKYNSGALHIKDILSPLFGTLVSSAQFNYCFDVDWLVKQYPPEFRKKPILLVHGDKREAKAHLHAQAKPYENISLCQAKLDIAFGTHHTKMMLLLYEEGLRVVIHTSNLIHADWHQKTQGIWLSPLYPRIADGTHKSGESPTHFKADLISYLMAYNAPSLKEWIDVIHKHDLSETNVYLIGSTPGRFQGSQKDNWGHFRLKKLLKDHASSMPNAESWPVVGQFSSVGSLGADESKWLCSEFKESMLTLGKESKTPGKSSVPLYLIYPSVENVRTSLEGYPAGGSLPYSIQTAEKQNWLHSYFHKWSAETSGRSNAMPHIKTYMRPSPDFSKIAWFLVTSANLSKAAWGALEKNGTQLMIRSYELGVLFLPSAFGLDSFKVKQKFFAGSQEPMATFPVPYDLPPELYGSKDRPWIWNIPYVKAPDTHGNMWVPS
#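 E. coli-derived human Tdp1, 1 nM final. Cpd preinc 15 min RT; substrate 15 nM final, 5 min RT; AS bead mix 10 ug/ml final, 10 min RT. Signal loss = tyrosine-FITC cleavage. No-enzyme wells = max signal.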
# Starred values were filed as active, the others as inactive; u = inconclusive; x = not tested or not shown; & = joins results of further samples; [ ] = another dose, or the depositor's remark. The call rests on the fitted dose curve; in most records, active means well fitted curve in the direction sought with a large enough effect; inconclusive means small, poorly fitted or top-dose-only effect, or another doubt; inactive means no such curve, though single readings can be large; an effect the other way counts as inactive or inconclusive. On the % scale 0 is the no-effect control and ±100 the full control effect; potency means the concentration at half of the fitted maximal effect. These rows are one share of the data, so the mix of outcomes need not match the whole.
# Value order – DT40 TDP1 no CPT, GCN5L2 inh, TDP1 block
COc1ccc(OC)c(CCNC(=O)c2cc3c(=O)oc4ccc(C)cc4c3s2)c1
→ -23.7%, -6.6%, -1.2%
O=C(NCc1ccco1)c1ccc(COc2ccccc2[N+](=O)[O-])o1
→ -6.2%, u, 6.0%
O=c1cc(-c2ccc([N+](=O)[O-])cc2)c2cc3c(cc2[nH]1)OCCO3
→ 10.3µM*, -0.2%, 1.2%
COc1ccc(CCN(Cc2ccccn2)C(=S)Nc2cccc(C)c2)cc1OC
→ -4.8%, 0.5%, 5.0%
CC(CN1CCCC1)OC(=O)c1ccc(Br)cc1 (stereo unspecified)
→ u, 0.2%, x
c1ccc(OCCOc2ncnc3sccc23)cc1
→ -9.5%, -0.5%, 4.4%
CC(C)(C)c1ccc(SCCc2ccccn2)cc1
→ -9.3%, -14.4%, 0.0%
O=C1CN(S(=O)(=O)c2cc(C(F)(F)F)ccc2Cl)CCN1
→ 4.2%, -1.0%, 0.1%
Cc1ccc(SCCNC(=S)Nc2ccccc2)cc1
→ u, x, 8.2%
O=C(Cn1cc(C(=O)c2cccs2)c2ccccc21)NCc1ccc2c(c1)OCO2
→ u, -12.6%, 5.2%
CN(CCc1cn[nH]c1)C(=O)C1CCC(=O)N(CC2CCCCC2)C1 (stereo unspecified)
→ 8.1%, -6.2%, 2.6%
Cc1cc(NC(=O)CSc2nc3ccsc3c(=O)n2CCCCC(=O)O)no1
→ -14.3%, -15.8%, 2.9%
O=C(CNS(=O)(=O)c1ccccc1)OCC(=O)c1cccc([N+](=O)[O-])c1
→ 2.3%, -3.6%, -2.7%
O=C(C[n+]1ccccc1)N/N=C/c1ccc(F)cc1
→ -17.0%, -5.9%, 4.9%
CCCCN(CCCNC(=O)CN1N=C(c2ccc(C)cc2)CCC1=O)c1ccccc1
→ 14.6µM*, -17.0%, 7.8%
CC(=O)Nc1c(C)nn(-c2ccccc2)c1N1CCC(C(=O)Nc2cccc(C(F)(F)F)c2)CC1
→ u, -27.5%, 5.4%
COc1cc(OC)c(N(C)C(=O)c2c(C)oc3ncnc(N4CCCCC4)c23)cc1Cl
→ 16.4µM*, -2.7%, -1.1%
CC(C)Cc1nnc(NC(=O)CCC(=O)N2CCN(c3ccc(Cl)cc3)CC2)s1
→ -16.5%, -6.0%, 1.4%
Cc1nn2c(-c3ccncc3)nnc2c2ccccc12
→ u, -7.5%, 5.3%
CC1(C)NC(C(=O)O)Cc2c1[nH]c1ccccc21 (stereo unspecified)
→ 2.2%, -7.8%, 2.5%
CN(C)c1nc(N)c(C(=O)N=C(N)N)nc1Cl
→ -26.3%, -14.7%, 7.2%
C[C@H]1CN([C@@H](C)CO)C(=O)c2cccc(NC(=O)C3CC3)c2O[C@H]1CN(C)S(=O)(=O)c1ccccc1
→ -25.2%, -3.0%, 0.3%
CCCCC(=O)Nc1ccc(C(=O)NNC(=O)c2ccccc2Br)cc1
→ -3.5%, u, 3.9%
O=C(Cc1ccccc1Cl)NNC(=O)Nc1ccccc1
→ 9.2%, -4.6%, 7.6%
O=c1[nH]c(O)c(/C=C2\C=Nc3ccc(Br)cc32)[nH]1
→ -9.0%, -13.6%, 2.2%
CSCCC(NS(=O)(=O)c1ccc(C)cc1)C(=O)NCCc1c[nH]c2ccccc12 (stereo unspecified)
→ -29.1%, -13.5%, 6.6%
CCC(=O)NCCCNc1nc2c(C)cccc2cc1C#N
→ -25.9%, -4.6%, 4.7%
CCCC(=O)Nc1ccc(C(=O)NNC(=S)NC(=O)c2cccs2)cc1
→ u, -8.6%, 11.9%
CCc1ccc(Nc2ccc(S(=O)(=O)N3CCOCC3)cc2[N+](=O)[O-])cc1
→ u, -1.5%, 8.1%
CCOC(=O)C(C)S(=O)(=O)c1ccc(C(F)(F)F)cn1 (stereo unspecified)
→ 7.2%, 0.9%, 5.3%

# A different layout for four compounds above:
SMILES,DT40 TDP1 no CPT,GCN5L2 inh,TDP1 block
CCCCC(=O)Nc1ccc(C(=O)NNC(=O)c2ccccc2Br)cc1,-3.5%,u,3.9%
O=c1[nH]c(O)c(/C=C2\C=Nc3ccc(Br)cc32)[nH]1,-9.0%,-13.6%,2.2%
O=C(Cc1ccccc1Cl)NNC(=O)Nc1ccccc1,9.2%,-4.6%,7.6%
CC1(C)NC(C(=O)O)Cc2c1[nH]c1ccccc21 (stereo unspecified),2.2%,-7.8%,2.5%

# (listing goes on)
# Value order – DT40 TDP1 no CPT, GCN5L2 inh, TDP1 block
COc1cccc(NC(=O)CCc2nc(-c3cccs3)no2)c1
→ 15.5%&-15.0%, -8.2%&-6.6%, 0.2%
Cc1ccc(S(=O)(=O)n2c([N+](=O)[O-])cnc2C)c(C)c1C
→ u, -2.1%, 3.0%
O=C(O)CCNC(=O)/C(=C/C=C/c1ccccc1)NC(=O)c1ccccc1
→ 12.1%, -10.4%, 0.0%
CCc1ccc(Nc2ncc3c(n2)CC(c2ccc(OC)cc2)CC3=O)cc1 (stereo unspecified)
→ 16.4µM*, 48.2%[activator], 3.1%
Cc1ccc(SCC(=O)NC2CC3CCC(C2)N3C)cc1 (stereo unspecified)
→ -1.4%, -16.2%, 0.0%
O=C(c1cc2cc([N+](=O)[O-])ccc2oc1=O)N1CCN(c2ncccn2)CC1
→ 8.9%, -25.6%, 6.0%
O=C(O)COc1ccccc1/C=N/Nc1ccc(S(=O)(=O)Nc2ccc(Cl)cc2)cc1[N+](=O)[O-]
→ 16.8%, u, 7.7%
Cc1cc(NC(=O)CSc2nccn2-c2cccc(Cl)c2)no1
→ -28.7%, -1.8%, 8.4%
CC(C)CC(=O)Nc1ccccc1N1CCN(C(=O)c2ccccc2)CC1
→ -17.2%, -16.3%, 2.2%
CCN(CC)S(=O)(=O)c1ccc(C(=O)NCc2ccc(C)cc2)cc1
→ u, -5.6%, 3.1%
Cc1cccc(CN2C(=O)CSc3ccc(C(=O)NC4CC4)cc32)c1
→ u, -5.2%, 0.1%
CNC(=O)c1cccnc1Nc1cccc(C(F)(F)F)c1
→ u, -6.4%, 3.4%
CCOC(=O)C1=C(C)NC(=O)NC1c1cn(-c2ccccc2)nc1-c1cccs1 (stereo unspecified)
→ u, -4.1%, 0.0%
COc1ccc2[nH]cc(CCNC(=O)C3CCCCC3)c2c1
→ u, -0.8%, x
CCCCCCSc1cccc(-c2nc3ccc(C)cn3c2NCc2ccccc2)c1
→ 20.6µM*, -4.4%, 0.1%
COc1ccccc1Nc1ncnc2c1nc1n2CCCCC1
→ u, -7.4%, 1.2%
COc1ccc(Cn2c(=O)c3oc4ccccc4c3n(Cc3cccc(F)c3)c2=O)cc1
→ u, -7.0%, 2.6%
O=C(CSc1nnc(-c2ccccc2)c(-c2ccccc2)n1)Nc1ccc(Br)cn1
→ u, -8.3%, 2.7%
O=C(c1cccc(F)c1)N1CCC2(CCCN(c3ccccc3)C2)CC1
→ u, -12.9%, x
O=C(CN1C(=O)C2(SCC(=O)N2c2ccc(F)c(F)c2)c2ccccc21)NCCc1ccccc1 (stereo unspecified)
→ u, 22.0%, 2.1%
O=C(Nc1ccnn1C1CCN(Cc2c[nH]c3ccccc23)CC1)c1ccccc1
→ -25.1%, -1.6%, 4.9%
CC(C)n1c(=N)c(C(=O)NCCc2ccccc2)cc2c(=O)n3ccccc3nc21
→ u, -3.1%, 2.1%
CCOc1ccccc1C(=O)NCC(=O)NCC(c1ccco1)N1CCCCC1 (stereo unspecified)
→ -16.7%, 0.0%, 1.1%
CCS(=O)(=O)N1CCCC(C(=O)NCCc2ccc(C)cc2)C1 (stereo unspecified)
→ 6.7%, 5.3%, 2.6%
CC(=O)N1CCN=C1SCc1cccc(Cl)c1
→ -25.3%, 4.2%, 4.6%
O=c1c2c(nc3n1CCS3)c1cc(F)ccc1n2Cc1cc(=O)n2cc(Cl)ccc2n1
→ -1.0%, -15.5%, -0.6%
Nc1nnn(CC(=O)N/N=C/c2ccncc2)n1
→ -10.6%, -7.4%, -2.6%
CCOc1ccccc1NC(=O)Nc1cnccn1
→ 15.3%, 0.6%, -2.6%
OCCN1CC(O)C(O)C(O)C1CO (stereo unspecified)
→ x, -5.9%, u
Cc1onc(-c2c(Cl)cccc2Cl)c1C(=O)N=C(N)N1CCOCC1
→ -25.2%, -7.6%, 2.5%
O=C(c1cccs1)N(Cc1cccc(F)c1)C1CCS(=O)(=O)C1 (stereo unspecified)
→ 23.8%, -6.1%, 3.3%
COc1ccccc1NS(=O)(=O)NC(=O)c1c(C)[nH]c2ccccc12
→ -8.0%, -3.4%, 6.3%
CC(C)COC(=O)c1ccc(NC(=O)C2C3CCC(C3)C2C(=O)O)cc1 (stereo unspecified)
→ u, 0.0%, 4.9%
Nc1nc(Nc2ccccc2F)nc(NCc2ccco2)c1[N+](=O)[O-]
→ -23.0%, -0.7%, 2.4%
COc1cc(C(=O)OCC(=O)N2CCCCC2C)ccc1OCc1c(C)noc1C (stereo unspecified)
→ u, -4.5%, 5.9%
Cc1sc2ncnc(Nc3ccccc3)c2c1C
→ u, 1.6%, 2.3%
Cc1ccc(O)c(NC(=O)CCC2CCCCC2)c1
→ u, 1.3%, 1.5%
CSc1ccc2nnc(-c3ccc(C)cc3)n2n1
→ 11.2µM*, x, 0.2%
O=C(N/N=C\C=C\c1ccc2c(c1)OCO2)C1COc2ccccc2O1 (stereo unspecified)
→ -18.6%, -11.9%, 5.1%
O=C1CC(C(=O)N2CCN(c3ccccc3Cl)CC2)CN1Cc1ccccc1 (stereo unspecified)
→ -2.6%, 0.5%, 0.7%
CCn1cc(C(=O)NC2CC(C)(C)Cc3c2cnn3-c2cccc(F)c2)cn1 (stereo unspecified)
→ 20.6µM*, -6.5%, 5.3%
Cn1nnnc1SC(C(=O)Nc1ccc(F)cc1)c1ccccc1 (stereo unspecified)
→ 3.0%, -7.9%, -2.7%
CC12CC3CC(C)(C1)CC(C(O)CN1CCOCC1)(C3)C2 (stereo unspecified)
→ 2.1%, 1.1%, 3.4%
Cc1ccccc1CNC(=O)Cc1csc2ccccc12
→ u, -6.7%, 2.5%
Cc1ccc(OC(=O)N2CCOCC2)cc1
→ -0.6%, -18.3%, 4.1%

# Retrieved by compound from the entries so far:
# Value order – DT40 TDP1 no CPT, GCN5L2 inh, TDP1 block
Nc1nc(Nc2ccccc2F)nc(NCc2ccco2)c1[N+](=O)[O-]
→ -23.0%, -0.7%, 2.4%
O=C(N/N=C\C=C\c1ccc2c(c1)OCO2)C1COc2ccccc2O1 (stereo unspecified)
→ -18.6%, -11.9%, 5.1%
COc1ccccc1NS(=O)(=O)NC(=O)c1c(C)[nH]c2ccccc12
→ -8.0%, -3.4%, 6.3%

# Further structures.
# Value order – DT40 TDP1 no CPT, GCN5L2 inh, TDP1 block
O=C(C1CCCN(Cc2ccc([N+](=O)[O-])cc2)C1)N1CCCCC1 (stereo unspecified)
→ -14.3%, -0.7%, x
CN(C)C(=O)COC(=O)Cc1ccc(OC(=O)c2ccc(N=C(N)N)cc2)cc1
→ 0.9%, 0.8%, x
CCC(C)NC(=O)Cn1c(-c2cccs2)cc2cc(Cl)ccc21 (stereo unspecified)
→ -13.3%, 0.2%, -6.2%
CC(Nc1cc(N2CCOCC2)ccc1[N+](=O)[O-])c1ccccc1 (stereo unspecified)
→ u, -3.1%, 5.4%
Cc1c(NC(=O)c2nn3c(c2Br)NC(c2ccccc2)CC3C(F)(F)F)c(=O)n(-c2ccccc2)n1C (stereo unspecified)
→ -24.1%, 2.8%, -1.9%
CN(C)c1ncc2nc(-c3ccccc3)c(=O)n(C)c2n1
→ 3.0%, -20.8%, x
Cc1onc(-c2ccccc2Cl)c1C(=O)NC1CCCCCC1
→ 16.4µM*, -4.1%, x
COc1ccc(CN2C(=O)CCC2(C)C(=O)NC2CCCC2)c(OC)c1 (stereo unspecified)
→ 11.8%, 1.3%, -1.3%
COc1ccccc1OCCC(=O)OCC(=O)NCc1ccc(Cl)cc1
→ 14.6%, -1.3%, 8.0%
Cn1nccc1C(=O)Nc1ccc2c(c1)OCCO2
→ 0.4%, -16.0%, 6.1%
COCCCNC(=S)N/N=C/c1ccc(O)cc1O
→ u, -4.9%, x
C=C1CCC2[C@](C)(CO)[C@H](O)CC[C@@]2(C)[C@@H]1C/C=C1\C(=O)OC[C@H]1O (stereo partly specified)
→ 4.61µM*, -23.8%, x
CC(=O)c1cccc(Nc2cc(C)nc3nc(Cc4ccccc4)nn23)c1
→ -18.4%, -2.7%, 7.0%
Cc1ccc(S(=O)(=O)N2CCC(C(=O)OCC(=O)N(C)C3CCS(=O)(=O)C3)CC2)cc1C (stereo unspecified)
→ -21.7%, -5.5%, x
